Arr AP2 block: inhibitors of human beta-arrestin and AP2 interaction. FITC-arrestin peptide / GST-AP2 beads, flow cytometry; AP2 beta2 appendage carries R879A mutation. inhibition, % at 10 µM. 340,000 tested, 0.31% active. AID 504490;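 active = inhibition above a set limit, near 3 SD of compounds lacking own fluorescence, cut at about 54% in these data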;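 also: plate controls were DMSO wells for no effect and 5 µM unlabelled arrestin peptide for full effect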
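System: GST-AP2 R879A glutathione beads; medium: PBS, Tween 20 0.05%, BSA 0.1%; reagent: fluorescein-tagged arrestin peptide at 50 nM final; schedule: pre-incubation 12 min, peptide binding 1 h, room temperature; detection: flow cytometry, FL1 (488/535 nm); read-out: inhibition as reduced fluorescein signal on beads, percent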
CAL PDZ FP-1: blocks peptide binding to the human CAL PDZ domain | 300,000 tested, 0.92% active | inhibition, % at 24.9 µM | purified CAL PDZ, TMR-peptide fluorescence polarization, 1 h | AID 602252;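 active = mean inhibition of at least 30% with at least half of replicates also reaching 30%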;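 also: 0% = DMSO neutral control and 100% = excess unlabeled competitor peptide PRC23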
DSG3 Ab inh: inhibitors of pemphigus antibody binding to human desmoglein-3. DSG3-coupled beads, scFv-anti-DSG3-GFP binding, flow cytometry; stronger effect = lower value. 310,000 tested, 0.48% active. AID 588358. P32926. binding (percent of control), % at 10 µM;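 active = binding more than 3 SD below its plate's average and above zero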;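 also: hits lower antibody fragment binding to DSG3; some compounds called inactive have numbers as strong as hits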
Target sequence (P32926 whole entry, looked up, the tested form may be a part): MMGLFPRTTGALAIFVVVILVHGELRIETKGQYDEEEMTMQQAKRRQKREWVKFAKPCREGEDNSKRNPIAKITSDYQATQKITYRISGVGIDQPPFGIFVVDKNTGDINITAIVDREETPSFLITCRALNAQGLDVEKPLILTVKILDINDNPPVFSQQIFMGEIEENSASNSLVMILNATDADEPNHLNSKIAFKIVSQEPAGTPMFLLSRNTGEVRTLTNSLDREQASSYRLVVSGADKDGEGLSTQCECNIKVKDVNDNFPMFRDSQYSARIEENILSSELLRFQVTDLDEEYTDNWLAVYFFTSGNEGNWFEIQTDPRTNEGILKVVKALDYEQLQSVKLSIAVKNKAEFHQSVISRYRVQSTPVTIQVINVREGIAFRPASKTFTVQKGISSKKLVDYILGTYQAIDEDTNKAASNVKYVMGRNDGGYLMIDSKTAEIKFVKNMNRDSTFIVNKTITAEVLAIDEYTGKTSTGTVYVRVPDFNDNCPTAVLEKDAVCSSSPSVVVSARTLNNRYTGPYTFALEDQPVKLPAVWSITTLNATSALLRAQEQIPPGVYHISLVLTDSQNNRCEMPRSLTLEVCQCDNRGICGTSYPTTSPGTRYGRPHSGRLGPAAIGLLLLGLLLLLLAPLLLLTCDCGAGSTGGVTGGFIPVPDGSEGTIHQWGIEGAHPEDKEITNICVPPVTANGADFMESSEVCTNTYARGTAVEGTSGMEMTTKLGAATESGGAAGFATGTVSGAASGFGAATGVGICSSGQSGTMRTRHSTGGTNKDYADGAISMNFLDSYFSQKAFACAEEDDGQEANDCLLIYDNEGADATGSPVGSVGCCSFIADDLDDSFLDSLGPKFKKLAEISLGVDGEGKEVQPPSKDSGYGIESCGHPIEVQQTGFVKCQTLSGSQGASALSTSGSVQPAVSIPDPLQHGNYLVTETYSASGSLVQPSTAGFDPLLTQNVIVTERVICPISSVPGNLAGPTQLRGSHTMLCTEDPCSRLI
LANA DNA inh: blocks KSHV LANA C-terminal domain binding to DNA. 340,000 tested, 0.078% active. MBP-C-LANA/FAM-LBS DNA binding, fluorescence polarization. inhibition, % at 9 µM. AID 504423;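 active = highest replicate inhibition at or above 60% at 9 µM, even if other replicates fall short; inactive = all replicates below 60% inhibition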;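 also: 0% = neutral control wells and 100% = 4 µM acridine orange control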
CAL PDZ FP-2: inhibitors of human CAL PDZ peptide binding. purified CAL PDZ, TMR-peptide fluorescence polarization, 1 h. inhibition, % at 20 µM. 330,000 tested, 0.02% active. AID 504414;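 active = highest replicate inhibition of at least 40%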;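 also: plate controls were DMSO neutral control wells for no effect and unlabeled competitor peptide control wells for full effect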
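Material: tagged CAL PDZ protein CerCALP, purified; buffer or medium: sodium phosphate/NaCl buffer pH 7.4 with TCEP, IgG, Thesit; also added: fluorescent TMR peptide probe; schedule: 1 h incubation at room temperature before polarization reading; technique: fluorescence polarization from S- and P-plane intensities, G-factor corrected; control set: unlabelled peptide and DMSO controls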
V-ATPase pH: alters yeast V-ATPase proton transport | S. cerevisiae, pHLuorin cytosolic pH fluorescence | response, % at 10 µM | 350,000 tested, 0.37% active; in the data active = response mostly above about 7.3%, no sharp cut-off; inactive = mostly below about 5.4%; also: actives read high; inactives centre near 0; some compounds called inactive have numbers as strong as hits
DAGLB inhibitor: diacylglycerol lipase beta (human) inhibition | Q8NCG7 | HEK293T DAGLB membrane lysate, EnzChek fluorogenic substrate | inhibition, % at 5.17 µM | 340,000 tested, 0.059% active | AID 504411; in the data active = inhibition above about 34%;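 also: 0% = enzyme with vehicle and 100% = wells lacking enzyme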
Keap1 Nrf2 FP: disrupts human Keap1 binding to Nrf2 peptide | Q14145 | Keap1 Kelch-Nrf2 peptide fluorescence polarization, 1536-well | inhibition, % at 9.4 µM | 340,000 tested, 0.15% active; in the data active = inhibition above about 12%;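 also: human Keap1 Kelch domain with fluorescein labeled Nrf2 9mer peptide probe; 0% = neutral control wells and 100% = peptide positive control; higher means more block of Keap1 binding to Nrf2 peptide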
RTF Ca sens inh: cardiac RTF calcium desensitization; 340,000 tested, 0.12% active; AID 493244; IANBD-labeled cardiac RTF, Ca2+ fluorescence; P19429+P45379; inhibition, % at 7.15 µM;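 active = inhibition above the mean inhibition of all tested compounds plus 3 SD, cut at about 17% in these data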;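 also: assay run at fixed EC70 calcium of 1.6 mM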
NSD2 inh: inhibitors of human histone methyltransferase NSD2. O96028. NSD2 peptide methylation, AlphaScreen, 120 min. inhibition, % at 12.5 µM. 310,000 tested, 0.54% active. AID 743445; in the data active = inhibition above about 50%
Numbers without * were called inactive; nt = no result given. Some of the compounds tested; rates above refer to the full screens.

SMILES	Arr AP2 block	CAL PDZ FP-1	DSG3 Ab inh	LANA DNA inh	CAL PDZ FP-2	V-ATPase pH	DAGLB inhibitor	Keap1 Nrf2 FP	RTF Ca sens inh	NSD2 inh
O=C(Nc1nnc(-c2ccccc2)o1)C1CCCCC1	4	1	101	0.0	0.1	-2	0	5	-11	nt
CC(O)CSc1nc2c(c(=O)[nH]c(=O)n2C)n1CC(O)COc1ccccc1 (configuration not stated)	-17	-2	98	1.1	2.5	-2	-2	-4	-4	-3
O=C(CCNC(=O)c1ccc(Br)cc1)Nc1ccccc1N1CCOCC1	20	25	95	-0.3	-1.2	0	3	-1	-12	4
Cc1cccc(-n2c(-c3csc(C)c3C)n[nH]c2=S)c1	3	-4	98	-0.8	-0.3	3	2	-2	7	2
Cc1cccc(C(=O)NCCc2csc(C)n2)c1	-6	0	103	-1.2	0.8	1	1	-1	-8	nt
COc1ccccc1C(=O)NC(CCSC)C(=O)N1CCN(C(C)=O)CC1 (configuration not stated)	-11	-4	nt	-0.3	-0.5	1	-2	-2	-4	-1
O=C(NCc1csc(-c2cccs2)n1)Nc1cccc(Cl)c1	-1	-2	nt	1.8	0.8	-2	-7	0	1	-6
O=C(CC1SC(N2CCOCC2)=NC1=O)Nc1ccc(Cl)cc1 (configuration not stated)	4	-3	102	3.9	-2.1	4	-1	-3	-14	0
Cc1nn(CC(=O)N2CCN(C)CC2)c(=O)c2ccccc12	-16	-3	nt	-0.7	-1.4	1	-2	0	1	1
CCOC(=O)N1CCN(C(=O)C2CCN(C(=O)c3ccc(C(C)(C)C)cc3)CC2)CC1	24	1	93	0.3	0.5	-1	1	3	2	-5
COC(=O)[C@@H](NC(=O)NCc1ccccc1Cl)C(C)C	-4	-7	102	-0.8	-1.0	5	-2	-1	0	-3
O=S(=O)(Nc1nc(SCc2ccc(Cl)cc2)n[nH]1)c1ccccc1	3	-4	98	-0.4	-0.3	-1	nt	-6	nt	-2
c1ccc(C(c2c[nH]c3ccccc23)c2c[nH]c3ccccc23)nc1	1	-2	nt	-1.7	0.7	1	0	-3	-1	0
O=C(Nc1cccc(Cl)c1)c1cc(S(=O)(=O)N2CCCCC2)c[nH]1	7	nt	101	0.0	0.8	0	1	1	-6	nt
Cc1occc(=O)c1O	14	-1	97	2.6	-0.7	-2	3	-1	-14	nt
Cn1c(=O)[nH]c(=O)c2c1nc1n2CC(O)CN1c1ccccc1 (configuration not stated)	15	-2	109	0.0	-0.2	-3	0	3	-4	-1
O=C(COC(=O)c1ccccc1OC(F)F)Nc1ccc(N2CCCCC2)cc1	3	-1	106	0.0	-3.1	0	-1	-1	2	32
O=C(Cn1cc([N+](=O)[O-])ccc1=O)NCc1ccc(Cl)cc1Cl	-6	-2	nt	1.8	-2.2	2	3	0	-14	-1
COc1ccc(NC(=O)COC(=O)c2cccn2C)cc1S(=O)(=O)N1CCCCC1	-6	-2	129	-0.8	-1.0	-2	1	-3	3	1
CC(=O)c1cccc(NC(=S)NCCc2ccc(Cl)cc2)c1	19	-3	101	0.8	-1.6	-2	-2	-7	0	3
CC(C)n1nnnc1SCC(=O)N1N=C(c2cccs2)CC1c1cccs1 (configuration not stated)	8	nt	626	-0.8	-0.3	2	-1	1	-3	0
C[C@H]1CN([C@@H](C)CO)C(=O)c2cccc(NC(=O)Nc3ccc(C(F)(F)F)cc3)c2O[C@@H]1CN(C)C(=O)Nc1ccc(F)cc1	-2	-1	nt	1.3	-1.1	-3	-1	-1	-4	nt
O=S(=O)(Nc1ccc2nc(-c3ccco3)[nH]c2c1)c1ccccc1	-7	-4	97	0.3	-5.3	-4	2	0	11	9
COc1ccccc1OCCn1c(C(C)O)nc2ccccc21 (configuration not stated)	0	0	95	0.1	-1.7	-5	0	0	10	nt

3 compounds from above, ordered by their value in CAL PDZ FP-2, high to low:
compound	CAL PDZ FP-2
CC(C)n1nnnc1SCC(=O)N1N=C(c2cccs2)CC1c1cccs1 (configuration not stated)	-0.3
O=C(COC(=O)c1ccccc1OC(F)F)Nc1ccc(N2CCCCC2)cc1	-3.1
O=S(=O)(Nc1ccc2nc(-c3ccco3)[nH]c2c1)c1ccccc1	-5.3

Other compounds follow.
SMILES	Arr AP2 block	CAL PDZ FP-1	DSG3 Ab inh	LANA DNA inh	CAL PDZ FP-2	V-ATPase pH	DAGLB inhibitor	Keap1 Nrf2 FP	RTF Ca sens inh	NSD2 inh
COC(=O)C1CCCN1C(=O)c1cccs1 (configuration not stated)	1	nt	110	0.9	-0.8	-5	-3	-4	2	-1
CCc1ccccc1NC(=O)CSc1nnc([C@@H](NC(=O)OC(C)(C)C)C(C)CC)o1 (some centres not stated)	2	-1	94	0.5	-2.4	-1	-3	2	-7	-1
CCOc1ncccc1C(=O)OCC(=O)c1ccc(Br)s1	7	nt	96	-1.6	0.0	1	-9	4	-9	22
C[C@@H]1CN([C@@H](C)CO)C(=O)c2cc(NC(=O)Nc3ccc4c(c3)OCO4)ccc2O[C@H]1CN(C)S(=O)(=O)c1cn(C)cn1	2	0	106	0.2	-1.0	-2	0	-4	-6	nt
CCOC(=O)c1sc(=S)n(CC)c1NC(=O)CC	6	-1	95	-0.2	nt	6	1	-2	-10	5
O=C(NCc1ccc(F)cc1Cl)C1CC(=O)N(C2CCCCCCC2)C1 (configuration not stated)	-18	0	105	-1.4	-0.2	-3	1	2	-6	-1
COc1ccc(C(=O)CN2CCN(S(=O)(=O)c3cccc([N+](=O)[O-])c3)CC2)cc1OC	-1	3	102	-0.4	-0.7	0	-1	-5	-10	1
O=C(c1cc([N+](=O)[O-])ccc1Cl)N1c2ccccc2Sc2ccccc21	2	3	78	2.2	-1.3	-3	-6	3	10	9
CCC1NC(C(=O)O)Cc2c1[nH]c1ccccc21 (configuration not stated)	-2	-1	118	4.5	0.2	4	-1	-4	-2	nt
Cc1c(NC(=O)Nc2ccc(Cl)cc2)c(=O)n(-c2ccccc2)n1C	-5	-3	103	2.0	-2.2	-1	1	-1	0	-2
CCOC(=O)c1cc(S(=O)(=O)NC2CCC(C)CC2)cn1C (configuration not stated)	-7	0	nt	-1.2	-2.3	3	-4	0	-4	6
C=CCc1cccc(/C=N/NC(=O)C(C)Nc2ccc(C)cc2)c1O (configuration not stated)	35	5	100	1.1	0.5	-3	5	-3	-5	-1
CC(C)=CC(=O)O[C@H]1[C@@H]2[C@H](C)C(=O)O[C@@H]2C[C@@H](C)[C@@H]2[C@@H](O)CC(=O)[C@]21C	-7	0	100	-1.5	0.6	1	-2	-1	-2	nt
O=C(c1cccs1)N1C(=O)c2cccc3cccc1c23	-31	-2	98	1.3	-1.7	0	1	1	1	-8
N#CCC(=O)N/N=C/c1cn(Cc2ccccc2C#N)c2ccccc12	4	-1	102	0.6	-0.1	5	2	-2	-13	13
CC(C)(C)OC(=O)CNC(=O)c1nc[nH]c1C(=O)N1CCN(C(=O)OC(C)(C)C)CC1	-12	-3	nt	2.0	0.9	2	0	-2	-17	nt
Cc1ccc(S(=O)(=O)NCc2ccccc2)cc1C(=O)N1CCCCC1	0	nt	nt	-0.8	-0.6	-3	0	6	2	-1
COc1ccc(/C=N/NC(=S)Nc2ccccc2[N+](=O)[O-])cc1O	-2	nt	115	1.5	0.9	1	8	6	3	1
O=C(NCCCc1ccc(F)cc1)C1CCC(=O)N(CCN2CCOCC2)C1 (configuration not stated)	-1	-17	100	1.3	-1.4	-3	3	5	-4	1
Clc1ccc(Cl)c(-c2nn3c(COc4ccccc4)nnc3s2)c1	3	nt	90	1.0	0.1	3	0	-8	-5	-1
COc1cccc(NC(=O)CSc2nnc(CN3CCOCC3)n2C)c1	-7	0	93	0.7	-0.3	-2	-4	-2	-3	2
O=C(O)CSc1ncccc1C(=O)O	-3	0	94	1.4	-0.6	1	-1	-4	-4	-5
CC(C)(C)C(=O)N1CCc2cc(-c3csc(N)n3)ccc21	3	3	109	0.9	-0.8	-3	3	-9	-2	7
Cc1nsc(Nc2ccccc2)c1C#N	29	nt	101	-1.2	-0.8	4	1	-5	-14	-2
CCCCn1c(N)c(N(CCOC)C(=O)CSc2nnc(-c3ccncc3)n2CCC)c(=O)[nH]c1=O	-12	-5	96	1.1	-2.9	-1	1	0	-2	-3
O=C(CC(=O)c1ccccn1)c1ccccc1	38	0	nt	0.5	-0.5	-3	0	3	2	2
CCOc1ccc(Cc2nc(N)nc(N)n2)cc1	6	0	nt	0.6	-0.7	2	1	0	-4	-5
Cc1ccc(-c2n[nH]c(=O)c3ccccc23)c(C)c1	-8	nt	108	1.0	0.9	2	-3	-6	-9	-1
O=C(NCc1ccc2c(c1)OCO2)c1cccc(S(=O)(=O)N2CCOCC2)c1	12	nt	95	-1.8	-1.1	nt	0	1	2	17
COCC(=O)N1CCC(Oc2ccc(C(=O)N(C)CCCC3CCCC3)cc2)CC1	2	-6	122	-1.1	-2.3	2	0	0	-10	10
CCN(c1ccccc1)S(=O)(=O)c1ccc(NC(=S)NC(=O)c2cccs2)cc1	-3	-3	101	-1.2	-2.5	0	-5	0	-1	-4
C1CCc2c(nc3nnnn3c2NC2CCCC2)C1	-5	-4	103	1.1	-0.3	-4	-1	0	-9	1
O=c1c2ccccc2[nH]c(=S)n1CCN1CCc2ccccc2C1	6	-2	97	-0.6	-1.6	0	0	4	9	-1
Cc1cc(=O)oc2cc(N3C(=O)CC(Cc4ccccc4)C3=O)ccc12 (configuration not stated)	-10	-2	101	1.4	9.4	0	-3	-4	-8	nt
O=[N+]([O-])c1ccccc1Nc1ccccc1[N+](=O)[O-]	1	-2	101	-0.5	-2.1	11	11	-8	-1	1
CN(Cc1c(C(=O)N/N=C/c2ccccc2)nnn1-c1nonc1N)c1ccccc1	-17	-2	120	-0.5	-2.8	0	0	-4	-14	10
COc1cccc(-c2csc(N3CCN(C(=O)Nc4ccc(Cl)cc4)CC3)n2)c1	-7	nt	101	0.7	-0.7	-1	-3	-2	-11	-4
COC(=O)CN1C(=S)N(c2ccc(OC)cc2)C(=O)/C1=C/c1cccs1	-4	-2	78	0.2	0.1	0	4	1	-4	-1
Cc1ccc(CNC(=O)c2ccc(C#CC(C)(C)O)s2)cc1	1	4	102	0.4	-1.1	nt	-1	-3	-6	3
CN(CC(=O)Nc1ccc(N2CCOCC2)cc1)C(=O)COc1ccccc1F	11	5	85	0.6	0.5	2	4	-4	-2	7
CN(CCO)Cc1csc2ccc(Br)cc12	-8	-3	104	0.5	0.9	-2	0	4	-3	2
CCOc1ccc(CNC(=O)CCS(=O)(=O)Cc2ccccc2C)cc1OC	0	-7	118	-2.5	0.5	-1	-1	-3	-9	10
O=C(NNC(=O)C1CCN(Cc2ccc(F)cc2Cl)CC1)Nc1ccc([N+](=O)[O-])cc1	33	-5	98	-0.2	-4.3	1	4	-2	-2	2
COc1ccc(OCCCC(=O)OC(C)C(=O)Nc2cccc(C(C)=O)c2)cc1 (configuration not stated)	-5	-3	113	0.4	-2.2	-5	-2	-2	-4	-6

Compound activity from PubChem BioAssay.
